Giardia kill = kills Giardia lamblia; Giardia lamblia trophozoite viability; activity change, % at 7.66 µM, hits read low; 340,000 compounds, 0.15% hits; AID 540267; in the data active = activity change below about -80%; inconclusive = between about -30% and that limit;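 note: parasites exposed to compound for two days anaerobically before the ATP read; % is set by controls: 0 for no effect and ±100 for the full control effect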
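Media and compound were dispensed first, then trophozoites at 100 cells/well; plates sat 48 hrs at 37 deg C without oxygen before ATP luminescence reagent was added and read after 15-30 min at room temperature.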
Coupling enz = inhibits coupling enzyme system, counter-screen for aldolase hits. 290,000 compounds, 0.67% hits. AID 2472. coupling enzyme system counterscreen, AmpLite Red fluorescence. activity change, negative = inhibition, % at 58.2 µM, hits read low; in the data active = activity change below about -30%; note: % is set by controls: 0 for no effect and ±100 for the full control effect
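First, compound is pin-transferred into glyceraldehyde-3-phosphate coupling-enzyme reagent at 57.5 uM final and held 10 min at RT. Next, substrate, coupling system and AmpLite Red are added. After 20 min RT, fluorescence (525/598 nm) is read.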
Integrin act MD = activators of alpha7 integrin expression for muscular dystrophy | alpha7betagal myoblasts, beta-gal FDG fluorescence, 48 h | Potency, µM (titrated, usually from 38.3 µM), inactives show at the top dose activation, hits mostly activators | 350,000 compounds, 0.064% hits | AID 624291;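 note: potency is the fitted concentration of half-maximal effect; 100% = response of the positive control SU9516; nearly all actives have a fitted effect of over 60% in size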
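alpha7betagal+/- myoblasts (passage 13, 250/well) treated 48 h at 37C with compounds at 1:260 dilution of DMSO stock. Lysed, then beta-galactosidase activity read as FDG fluorescence (ex 480/em 540) after 30 min, with pre-read for autofluorescence.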
S-ASM inh = inhibitors of human secretory acid sphingomyelinase; P17405; placental ASM, HMU-PC fluorogenic substrate, 60 min; Potency, µM (highest dose often 57.5 µM), for the others: at the highest dose activity change, negative = inhibition, actives largely listed as inhibitors; 340,000 compounds, 0.006% hits; AID 504937; note: potency is the fitted concentration of half-maximal effect
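Fluorescence read-out (Ex 386 nm, Em 447 nm) after stopping the reaction at pH 10. Enzyme: ASM from human placenta; substrate HMU-PC0, 9 uM final; 60 min, 37 °C. Compound preincubation 10 min, ambient temperature.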
PTAP TSG101 blk = blocks PTAP/TSG101 interaction to inhibit HIV-1 budding | AID 493005 | Potency, µM (titrated, usually from 115 µM), inactives show top-dose activity change, negative = inhibition, most hits filed as inhibitors | Fluorescence polarization, FITC-PTAP peptide / Tsg101 binding | 340,000 tested, under 10 active | Q99816; active = well fitted inhibition curve with a large enough effect in the main read-out, with a control signal flat, not every such curve was filed as active; inconclusive = small, poorly fitted or top-dose-only effect, or effect the other way, or a change in a side signal; inactive = no such curve, though single readings can be large or run the other way; note: potency is the fitted concentration of half-maximal effect; % of control where 0% means no effect
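FP read-out: FITC-PTAP peptide, 50 nM final, binding Tsg101 binding domain, 10 uM final; 20 min, r.t.; 10 mM HEPES pH 7.5, 0.15 M NaCl, 0.01% Tween 20, 3 mM EDTA, 0.1 mM TCEP.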
Chronic BCR inh = chronic active BCR signaling inhibition. ABC-DLBCL IkBa-CBG/CBR reporter, luminescence ratio, 4 h. Potency, µM (series often up to 46.1 µM), for the others: top-dose ratio change, negative = lower green/red ratio, most hits filed as inhibitors. 340,000 compounds, 0.05% hits. AID 493014; active = well fitted inhibition curve with a large enough effect in the signal ratio, with a control signal flat, not every such curve was filed as active; inconclusive = small, poorly fitted or top-dose-only effect, or effect the other way, or a change in a side signal; the % refers to the signal ratio;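 note: potency is the fitted concentration of half-maximal effect; plate controls were basal doxycycline-induced cells for no effect and cells given 10 µM MG132 for full effect; MG132 reads +100%, hits lower the ratio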
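Compounds up to 46 uM were incubated four hours with TMD8 cells whose green CBG68 luciferase is fused to IkappaBalpha; red CBR luminescence normalised the signal, and concentration-effect curves were fitted to fusion, red and ratio data.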
Menin MLL FP TR = displaces Texas Red mutant MLL peptide from human menin; O00255; Menin + Texas Red MLL mutant peptide, fluorescence polarization; Potency, µM (series often up to 61.6 µM), without a hit: at the highest dose FP activity change, negative = inhibition, hits mostly inhibitors; 270,000 compounds, 0.23% hits; AID 1768; active = well fitted inhibition curve with a large enough effect in the polarisation, with a control signal flat, not every such curve was filed as active; inconclusive = small, poorly fitted or top-dose-only effect, or effect the other way, or a change in a side signal; inactive = no such curve, though single readings can be large or run the other way; the % refers to the polarisation; note: potency is the fitted concentration of half-maximal effect; % of control where 0% means no effect; many of its hits are not listed in these tables
Target sequence (O00255 whole entry, looked up): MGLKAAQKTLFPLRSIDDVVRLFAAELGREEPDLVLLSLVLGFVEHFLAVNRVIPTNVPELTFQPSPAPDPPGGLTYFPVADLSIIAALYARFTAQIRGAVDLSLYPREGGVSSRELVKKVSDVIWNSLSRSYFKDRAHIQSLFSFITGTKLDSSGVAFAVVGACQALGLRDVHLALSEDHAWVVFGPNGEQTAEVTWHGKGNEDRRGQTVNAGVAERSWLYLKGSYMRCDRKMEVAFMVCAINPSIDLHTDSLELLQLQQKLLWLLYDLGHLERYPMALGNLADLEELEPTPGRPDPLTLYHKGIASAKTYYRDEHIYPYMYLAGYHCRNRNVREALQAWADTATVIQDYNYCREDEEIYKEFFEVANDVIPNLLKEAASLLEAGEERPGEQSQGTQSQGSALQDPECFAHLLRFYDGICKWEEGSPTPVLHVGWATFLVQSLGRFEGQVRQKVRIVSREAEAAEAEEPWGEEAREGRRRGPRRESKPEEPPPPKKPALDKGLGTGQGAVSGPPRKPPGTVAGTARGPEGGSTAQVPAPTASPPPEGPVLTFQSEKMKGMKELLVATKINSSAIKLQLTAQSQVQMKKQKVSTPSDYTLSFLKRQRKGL
B2AR arrestin = beta2AR (human) beta-arrestin recruitment activity | P07550 | beta-arrestin recruitment to beta2AR, cell-based reporter | Potency, µM (series often up to 46.1 µM), without a hit: at the highest dose activation, most hits filed as activators | 330,000 compounds, 0.02% hits;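 note: potency is the fitted concentration of half-maximal effect; 0% = DMSO controls and full agonism = EC100 isoproterenol or metaproterenol; nearly all actives have a fitted effect of over 65% in size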
PKM2 activator = increases activity of human pyruvate kinase M2; P14618; purified PKM2, Kinase-Glo ATP luminescence, activation; response scale: 0% is enzyme alone, no compound; Potency, µM (series often up to 57.5 µM), inactives show at the highest dose activation, usual class: activators; 260,000 compounds, 0.34% hits; note: potency is the fitted concentration of half-maximal effect; % is set by controls: 0 for no effect and ±100 for the full control effect; nearly all actives have a fitted effect of over 55% in size
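ATP formation by purified human PK-M2, quantified via coupled luciferase luminescence after 1 h at room temperature with 0.1 mM ADP and 0.5 mM PEP final.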
GALK inhibitor = inhibitors of human galactokinase | P51570 | Purified GALK, Kinase-Glo residual ATP luminescence | Potency, µM (highest dose often 57.5 µM), without a hit: top-dose activity change, negative = inhibition, hits mostly inhibitors | 270,000 compounds, 0.007% hits; note: potency is the fitted concentration of half-maximal effect; % is set by controls: 0 for no effect and ±100 for the full control effect
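Quantitative HTS: GALK 5 nM, ATP 35 uM, galactose 100 uM, 1 h room temperature, then luciferase-based ATP detection.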
Tb PFK block = blocks T. brucei phosphofructokinase | 330,000 compounds, 0.17% hits | T. brucei PFK, ADP-Glo luminescence | Potency, µM (titrated, usually from 57.5 µM), for the others: top-dose activity, negative = inhibition, actives largely listed as inhibitors | O15648;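 note: potency is the fitted concentration of half-maximal effect; 0% = uninhibited 1x PFK enzyme wells and -100% = no-enzyme wells; nearly all actives have a fitted effect of over 60% in size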
Target sequence (O15648 whole entry, looked up): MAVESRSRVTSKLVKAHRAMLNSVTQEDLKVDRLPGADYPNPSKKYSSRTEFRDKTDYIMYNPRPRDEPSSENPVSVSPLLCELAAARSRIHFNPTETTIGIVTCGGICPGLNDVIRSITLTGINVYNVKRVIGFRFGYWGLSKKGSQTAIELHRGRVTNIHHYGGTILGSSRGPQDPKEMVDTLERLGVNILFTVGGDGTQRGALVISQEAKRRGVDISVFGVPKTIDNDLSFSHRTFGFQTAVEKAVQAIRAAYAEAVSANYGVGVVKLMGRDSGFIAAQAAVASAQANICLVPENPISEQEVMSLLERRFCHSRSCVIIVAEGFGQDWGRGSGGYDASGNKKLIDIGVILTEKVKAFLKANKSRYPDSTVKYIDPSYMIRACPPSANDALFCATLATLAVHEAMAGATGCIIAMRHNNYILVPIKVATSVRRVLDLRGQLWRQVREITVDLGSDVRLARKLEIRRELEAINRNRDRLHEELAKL
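Luminescent ADP detection (ADP-Glo, two-step: ATP depletion then ADP-to-ATP conversion for luciferase) reported PFK activity after 45 min room-temperature reaction of 1.25 nM enzyme with 0.5 mM F6P and 0.1 mM ATP at pH 8.0.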
Numbers without * were called inactive; u = inconclusive; x = not tested or not shown; [ ] = another dose, or the depositor's remark. Unless noted, calls come from the whole dose curve; as a rule, active = well fitted curve in the direction sought with a large enough effect; inconclusive = small, poorly fitted or top-dose-only effect, or another doubt; inactive = no such curve, though single readings can be large; an effect the other way counts as inactive or inconclusive. An excerpt; rates above refer to the full screens.

SMILES	Giardia kill	Coupling enz	Integrin act MD	S-ASM inh	PTAP TSG101 blk	Chronic BCR inh	Menin MLL FP TR	B2AR arrestin	PKM2 activator	GALK inhibitor	Tb PFK block
CN(CCC#N)C(=O)COc1ccc(Br)cc1Cl	-2.3	3.9	13.6%	4.3%	-5.4%	-0.7%	-0.6%	-0.1%	2.5%	8.6%	-1.4%
COc1ccc(OC)c2c1cc(C(=O)N[C@@H](C)C(=O)N[C@@H](C(=O)O)c1ccccc1)n2C	-10.1	-0.2	u	2.5%	-1.9%	4.7%	38.6%[activator]	-0.9%	x	x	-5.5%
N#CCCn1c(-c2nonc2NC(=O)c2ccccc2Cl)nc2ccccc21	-13.5	0.0	13.5%	-3.5%	-1.1%	-1.2%	-13.8%	-0.1%	-2.7%	2.5%	0.2%
CC(=O)N1c2ccccc2[C@@H](C)[C@@H]1C	9.2	x	-15.4%	4.4%	-1.7%	-8.6%	x	0.1%	x	x	9.4%
COc1ccc(C2(C)NC(=O)N(CC(=O)NCc3ccccc3F)C2=O)cc1 (stereo unspecified)	-9.1	1.8	8.2%	0.1%	-0.6%	u	-1.9%	-1.1%	-9.3%	-0.3%	-2.7%
CCCC(=O)N=C1SC2CS(=O)(=O)CC2N1c1ccc(-c2nc3ccc(C)cc3s2)cc1 (stereo unspecified)	-4.4	-0.8	16.6%	98.4%[activator]	-2.5%	16.5%	13.0%	-0.3%	-14.6%	1.0%	12.5%
O=[N+]([O-])c1cccc(/C=N/NC2=NS(=O)(=O)c3ccccc32)c1	-24.4	1.6	5.5%	-2.0%	-1.3%	-1.6%	6.1%	0.2%	u	1.5%	2.2%
COc1ccccc1/C=C1\SC(=S)N(CCC(=O)NC2=NCCS2)C1=O	-6.5	1.3	-22.4%	-0.3%	u	u	-8.1%	-0.6%	-0.7%	2.5%	0.7%
COc1ccc(C(=O)NCC(C)C)c(OC)c1	-4.4	3.0	-14.7%	2.0%	-1.8%	7.3%	5.0%	-0.4%	8.5%	-2.0%	-6.6%
COc1cc(CC(=O)Nc2ccc(S(=O)(=O)NC3=NCCCCC3)cc2)cc(OC)c1OC	16.3	-4.0	7.1%	4.3%	-2.0%	u	-4.5%	-0.2%	1.6%	-0.7%	-1.1%
CCN(CC)c1ccc(NC(=O)c2ccc3c(c2)OCO3)cc1	-11.1	0.4	-17.6%	1.7%	-2.2%	u	6.4%	0.3%	2.8%	-2.0%	-3.3%
COCCCn1c(SCC(N)=O)nnc1-c1ccccc1	-3.3	-2.1	1.3%	-1.4%	-3.8%	u	-11.8%	-0.3%	-4.8%	-0.1%	-2.5%
Cc1cc(C)n2nc(C(=O)Nc3ccc(S(=O)(=O)N4CCCC4)cc3)nc2n1	8.6	2.1	-14.1%	0.2%	0.6%	3.8%	x	0.0%	-3.2%	0.1%	-5.4%
Cc1ccccc1C(=O)NC(=S)Nc1ccc(S(=O)(=O)N2CCN(C)CC2)cc1	3.0	0.8	9.2%	4.3%	-7.0%	u	-11.9%	2.4%	12.2%	-1.9%	-3.6%
COc1cccc(/C=N\NC(=O)C2C(=O)NCC2c2ccccc2)c1O (stereo unspecified)	-3.5	2.2	22.5%	20.0%	2.3%	0.4%	-7.2%	-0.5%	0.2%	3.5%	4.4%
Cc1c(NC(=O)CSc2nccn2C)c(=O)n(-c2ccccc2)n1C	-0.7	0.1	11.1%[7.66 µM]	3.7%	-9.2%	9.1%	x	0.0%	0.3%	-3.5%	-0.5%
Cn1c(=O)c2c(nc(N3CCOCC3)n2CCSc2ncccn2)n(C)c1=O	6.4	2.1	9.2%	4.4%	-0.5%	-3.1%	-15.3%	-0.3%	-1.0%	-5.3%	8.8%
O=S(=O)(Cc1ccccc1)N1CCN(Cc2ccc(Br)cc2)CC1	-10.8	x	12.0%	4.3%	x	u	x	0.5%	-8.9%	1.0%	1.3%
COc1ccc(S(=O)(=O)N2CCCCCC2)cc1C(=O)N(C)CCOc1ccccc1	11.4	x	15.6%	2.7%	1.1%	4.3%	x	0.0%	x	x	-6.2%
Cc1ccc(C(=O)N/C(=C\c2cn(S(=O)(=O)N(C)C)c3ccccc23)C(=O)N2CCCC2)cc1	-18.5	x	-23.6%	-2.0%	-2.2%	-14.9%	x	0.2%	x	-2.7%	-2.5%
O=C1c2oc3ccccc3c(=O)c2C(c2cccc(O)c2)N1c1ccccn1 (stereo unspecified)	8.2	-0.1	15.3%	-8.1%	-4.1%	0.7%	4.4%	-0.1%	0.6%	1.6%	-2.7%
Cc1c(C(=O)NCC2CCCO2)oc2ccccc12 (stereo unspecified)	3.4	x	16.3%	2.0%	-5.2%	u	x	0.0%	x	x	-0.1%
O=C(CCCSc1nnnn1-c1ccccc1)c1ccc(F)cc1	x	-0.5	x	x	x	5.7%	-0.6%	0.3%	5.2%	0.2%	-1.0%
CCCCNC(=O)C(C)N(CCN(C)C)C(=O)CCCCCN1C(=O)NC(c2ccc(Cl)cc2)C(C(=O)OCc2ccccc2)=C1C (stereo unspecified)	0.8	x	0.0%	-16.9%	-2.9%	u	x	-1.0%	x	x	0.4%
COc1ccccc1CN1CCNC(=O)C1CC(=O)NCCOc1cccnc1 (stereo unspecified)	-8.7	-6.4	-25.8%	0.4%	-5.9%	-10.6%	-1.0%	0.4%	-0.2%	2.9%	-2.2%
c1ccc(-c2nc(N3CCCCC3)nc3ccccc23)cc1	6.4	9.9	19.7%	151.7%[activator]	-3.9%	u	-11.3%	0.1%	0.0%	1.0%	4.2%
COCc1cc(=O)[nH]c(-c2ccccc2)n1	6.2	0.1	-33.2%	5.1%	-12.1%	-3.5%	1.1%	-0.2%	-2.1%	6.7%	2.2%
COc1ccccc1-n1cnnc1SCC(=O)NC1CCS(=O)(=O)C1 (stereo unspecified)	-1.3	2.4	-8.9%	1.3%	-2.7%	7.8%	8.1%	0.1%	6.5%	-3.0%	-1.1%
Cc1ccc(CC(CC(=O)O)C(=O)NCC23CC4CC(CC(C4)C2)C3)cc1 (stereo unspecified)	3.1	23.7	9.4%	-3.8%	-0.3%	4.5%	20.6%	-0.1%	28.1%	5.1%	1.8%
CCc1cccc(CC)c1NC(=S)NCc1ccc2c(c1)OCO2	2.5	-1.6	-18.4%	2.1%	2.1%	4.5%	11.0%	-2.5%	-4.1%	0.3%	-0.8%
O=C(Nc1cccc(Cl)c1N1CCOCC1)c1ccco1	-20.3	3.3	-8.3%	-2.6%	-2.8%	-6.8%	-7.6%	0.0%	-17.7%	15.9%	6.7%
COc1ccc(Oc2cc(C(F)(F)F)nc(N(C)C)n2)cc1	-0.6	1.4	-8.0%	8.1%	1.0%	2.7%	-0.9%	0.0%	-2.7%	5.0%	2.4%
O=C(c1ccc(Cl)cc1)c1coc2ccc(O)cc12	-17.4	1.3	0.6%	-5.1%	-6.7%	-8.9%	16.3%	0.5%	-6.0%	3.8%	-1.2%
CCC1CCCCN1CCCNC(=O)Cn1cnc2sc(C)c(S(=O)(=O)N3CC(C)CC(C)C3)c2c1=O (stereo unspecified)	-16.2	-0.1	-5.6%	4.1%	-1.9%	-1.1%	-11.4%	0.0%	-2.4%	16.7%	17.7%
CC1C(=O)C(C)C(c2ccc(Br)cc2)NC1c1ccc(Br)cc1 (stereo unspecified)	2.9	-0.3	0.3%	-6.6%	2.8%	u	-4.0%	0.1%	x	3.0%	1.7%
CCOc1cc(-c2c(C#N)c(N)nc3c2CCCC3C)ccc1O (stereo unspecified)	3.9	4.9	-3.9%	-2.3%	-5.7%	9.7%	-22.3%	-0.3%	1.7%	-3.1%	-3.2%
COCCn1c(SCC(=O)Nc2ccccc2OC)nc2c(oc3ccccc32)c1=O	-14.7	3.2	u	-5.1%	-0.2%	-10.8%	-17.8%	-0.4%	9.8%	15.1%	0.1%
O=C(Oc1ccccc1)c1cccc(COC(=O)c2cnccn2)c1	-2.1	2.4	9.2%[7.66 µM]	-0.5%	2.9%	5.2%	-25.2%	-0.4%	5.0%	0.0%	-4.5%
CCCCCc1cc(=O)[nH]c(=S)[nH]1	7.3	-0.2	-4.0%	0.9%	-1.9%	-5.5%	10.4%	0.3%	7.4%	-0.8%	3.3%
NC(=O)Nc1ccc(Cl)cc1	-1.3	0.6	-28.7%	-1.7%	-2.0%	0.7%	x	-0.1%	-1.1%	4.8%	21.3µM*

Assay outcomes as filed in PubChem.
